# Screening data as filed in PubChem BioAssay.
# Pf Dd2 growth: P. falciparum Dd2 growth inhibition. SYBR Green, 72 h; stronger effect = lower value. activity change, % at 10 µM. actives 2.3% (n = 94,000); in the data active means activity change below about -80%; inconclusive means no clear call, values can overlap the other calls
# C diff growth: inhibitors of Clostridium difficile growth; AID 1259249; actives 0.25% (n = 86,000); Clostridium difficile clinical isolate growth, OD600, 24 h; stronger effect = lower value; growth activity, negative = inhibition, % at 16 µg/mL (by protocol);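 active means mean growth activity at or below -80% and every replicate also at or below -80%; inconclusive means mean at or below -80% but some replicate above -80%; inactive means mean growth activity above -80%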;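 further: 0% = DMSO wells and -100% = levofloxacin 16 µg/mL wells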
# KDM4C inh: blocks human GASC-1 (KDM4C) demethylase activity | Q9H3R0 | GST-KDM4C 2-372, H3K9me3 peptide, LANCE TR-FRET | inhibition, % at 12.5 µM | actives 0.15% (n = 96,000) | AID 720574;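 active means mean replicate inhibition above about 25%, with at least 55% of replicates also reaching it, limit read from the data, passing the limit was not always enough; inconclusive means only one of those two conditions met; inactive means neither condition met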
# Target sequence (Q9H3R0 2-372 limits assumed): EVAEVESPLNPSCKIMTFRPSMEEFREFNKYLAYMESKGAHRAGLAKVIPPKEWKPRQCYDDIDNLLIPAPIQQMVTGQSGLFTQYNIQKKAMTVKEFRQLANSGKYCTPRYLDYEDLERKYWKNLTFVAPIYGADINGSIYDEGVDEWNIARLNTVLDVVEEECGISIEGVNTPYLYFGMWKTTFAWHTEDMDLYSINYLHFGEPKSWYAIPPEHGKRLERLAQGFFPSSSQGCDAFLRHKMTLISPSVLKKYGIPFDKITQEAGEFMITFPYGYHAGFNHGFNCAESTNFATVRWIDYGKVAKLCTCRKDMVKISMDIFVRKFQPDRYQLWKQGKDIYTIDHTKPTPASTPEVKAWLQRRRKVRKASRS
#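 Test system: N-terminal GST-fused human GASC-1 (KDM4C) fragment, residues 2-372; quantity: GASC-1 enzyme at 10 nM final in reaction; dosing: single dose; schedule: 30 min demethylation and 1 h detection at room temperature; signal: LANCE TR-FRET, excitation 340 nm, emissions 618 and 671 nm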
# T cruzi growth: inhibitors of T. cruzi proliferation. T. cruzi beta-gal in NIH3T3, GalScreen luminescence, 90 h. inhibition, % at 8.34 µM. actives 5.9% (n = 77,000). AID 624255;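 active means mean inhibition above about 93%, with at least 55% of replicates each passing it, limit read from the data, passing the limit was not always enough; inconclusive means only one of those two conditions holds; inactive means neither condition holds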
# Active calls of the source: *; ? = inconclusive; · = not tested or not shown; & = joins results of further samples.
no.	Compound	C diff growth	T cruzi growth	Pf Dd2 growth	KDM4C inh
1	Cc1ccc(S(=O)(=O)N(C)C[C@@H]2Oc3ccc(NS(=O)(=O)c4ccc(F)cc4)cc3CC(=O)N([C@H](C)CO)C[C@@H]2C)cc1	26	20	-35	-5.9
2	C[C@@H]1CN([C@H](C)CO)C(=O)c2cc(C#CCC3CCCC3)cnc2O[C@H]1CN(C)C(=O)c1cnccn1	-4	-5	-23	0.0
3	C[C@@H]1CN([C@H](C)CO)C(=O)c2cccc(NS(=O)(=O)c3cn(C)cn3)c2O[C@H]1CN(C)S(=O)(=O)c1cn(C)cn1	-8	-14	-6	0.7
4	CCCNC(=O)N1CCC2(CC1)CN(Cc1ccccc1)[C@H](CO)c1[nH]c3cc(OC)ccc3c12	0	·	-59	-1.0
5	C[C@@H]1CCCCO[C@H](CN(C)C(=O)c2ccccc2)[C@H](C)CN([C@@H](C)CO)C(=O)c2cc(NC(=O)Cc3ccccc3)ccc2O1	-4	·	-35	-1.7
6	Cc1noc(C)c1NC(=O)N(C)C[C@@H]1Oc2c(NS(C)(=O)=O)cccc2C(=O)N([C@H](C)CO)C[C@H]1C	5	56	18	0.1
7	C[C@H]1CN([C@@H](C)CO)C(=O)CCCn2cc(nn2)CO[C@@H]1CN(C)S(=O)(=O)c1ccc(Cl)cc1	-3	1&8	-19&-7	-0.7
8	CN1CCN(C(=O)C[C@H]2CC[C@@H]3[C@H](COC[C@@H](O)CN3CC3CCCC3)O2)CC1	4	·	-35	6.3
9	CCCN(C)C[C@@H]1Oc2ncc(C#CC3(O)CCCC3)cc2C(=O)N([C@@H](C)CO)C[C@@H]1C	0	24	-37	-0.1
10	CCS(=O)(=O)Nc1ccc2c(c1)C(=O)N(C)[C@@H]1CC[C@@H](CC(=O)NCCOC)O[C@@H]1CO2	-6	7	·	-5.0
11	CCNC(=O)C[C@H]1CC[C@@H]2[C@H](COc3ccc(NC(=O)Nc4c(C)noc4C)cc3C(=O)N2C)O1	-1	16	-6	0.4
12	COc1ccc(NC(=O)Nc2ccc3c(c2)C(=O)N([C@H](C)CO)C[C@@H](C)[C@@H](CN(C)C(=O)Nc2cccc4ccccc24)O3)cc1	-3	-12	-20	-1.0
13	COCC(=O)N1C[C@@H](C)[C@H](OC)CN(C)C(=O)c2ccc(NC(=O)c3ccc(OC)cc3)cc2OC[C@H]1C	·	20	43	0.7
14	CN(C)C(=O)[C@@H]1[C@@H](CO)[C@@H]2Cn3c(ccc(C4=CCCC4)c3=O)[C@H]1N2C(=O)c1ccccc1	1	27	1	0.3
15	COc1ccccc1S(=O)(=O)N1CC[C@@H]2[C@H]1c1cc(-c3cccc(C#N)c3)ccc1N(C)[C@H]2CO	11	106*	22	-0.9
16	O=C(C1CCCC1)N1C[C@@H]2N[C@H](C1)C2c1ccc(/C=C/c2ccccc2)cc1 (stereo partly specified)	4&-1	·	-17&-77	-0.6&-3.9
17	COCC(=O)Nc1ccc2c(c1)C(=O)N(C)C[C@H](OC)[C@H](C)CN(Cc1cc(F)ccc1F)[C@H](C)CO2	·	105*	-79	1.7
18	CNC[C@H]1Oc2ccc(NC(=O)C3CCCCC3)cc2C(=O)N([C@H](C)CO)C[C@@H]1C	-9	-2	21	0.0
19	C[C@@H]1CN([C@@H](C)CO)C(=O)c2cc(NC(=O)Nc3ccc4c(c3)OCO4)ccc2O[C@@H](C)CCCCO[C@@H]1CN(C)Cc1ccc(C(F)(F)F)cc1	·	94	-62	15
20	N#C[C@H]1[C@@H](c2ccccc2C2=CCCCC2)[C@H](CO)N1C(=O)CN1CCOCC1	-5	·	27	0.7

# Next entries.
no.	Compound	C diff growth	T cruzi growth	Pf Dd2 growth	KDM4C inh
21	CCCN1[C@@H]2c3cccc(=O)n3C[C@H]1[C@H](CO)[C@H]2C(=O)NC1Cc2ccccc2C1	1	63	·	-1.0
22	CC(C)NC(=O)N(C)C[C@H]1OCCCC[C@H](C)Oc2ccc(NS(=O)(=O)c3ccc(Cl)cc3)cc2C(=O)N([C@H](C)CO)C[C@H]1C	5	18	·	17
23	C[C@H](NC(=O)C[C@H]1C=C[C@@H](NC(=O)Cc2ccccn2)[C@@H](CO)O1)c1ccccc1	-4	50	-6	0.6
24	C[C@H]1CN([C@@H](C)CO)C(=O)Cc2cc(NC(=O)C3CCCCC3)ccc2O[C@@H]1CN(C)S(=O)(=O)c1cccs1	-4	52	-15	-2.4
25	O=C(C[C@H]1CC[C@H]2[C@@H](COC[C@H](O)CN2S(=O)(=O)c2ccc(F)cc2)O1)NCc1ccc(Cl)c(Cl)c1	-17	64	-35	0.5
26	CNC[C@@H]1OCCCC[C@@H](C)Oc2ccc(NC(=O)Cc3ccccc3)cc2C(=O)N([C@@H](C)CO)C[C@H]1C	-1	-23	40	3.4
27	CO[C@@H]1CN(C)C(=O)c2ccc(NC(=O)C3CCCC3)cc2OC[C@@H](C)N(CCC(F)(F)F)C[C@H]1C	1	-24	-48	-0.4
28	C[C@H](CO)N1C[C@H](C)[C@H](CN(C)S(=O)(=O)c2ccc(Cl)cc2)Oc2c(NC(=O)c3nc4ccccc4s3)cccc2C1=O	5	60	-41	3.0
29	C[C@H]1CN([C@@H](C)CO)C(=O)Cc2cc(NS(C)(=O)=O)ccc2O[C@@H]1CN(C)CC1CC1	4	18	17	0.8
30	CC(C)NC(=O)N1CC[C@H]2[C@@H]1c1cc(C#Cc3cccnc3)ccc1N(C)[C@H]2CO	-4	41	7	0.7
31	O=C(c1ccccc1)N1CC2(C1)[C@H](c1ccccc1)[C@@H](CO)N2Cc1cccnc1	-4	·	17	2.2
32	O=C(C[C@@H]1C=C[C@H](NC(=O)C2CC2)[C@H](CO)O1)NCc1ccccc1Cl	·	28	9	0.3
33	CCC(=O)N(C)C[C@H]1Oc2cc(C#C[C@H](C)O)ccc2S(=O)(=O)N([C@@H](C)CO)C[C@H]1C	-2	37	28	6.0
34	O=C(Nc1ccccc1F)N[C@H]1CC[C@@H](CCNC(=O)C2CC2)O[C@@H]1CO	1	·	·	1.0
35	CO[C@@H]1CN(C)C(=O)c2ccc(NC(=O)C3CCOCC3)cc2OC[C@@H](C)N(C(=O)c2ccccc2)C[C@H]1C	·	50	4	-0.6
36	COc1ccccc1CN(C)C[C@@H]1OCc2ccccc2-c2ccccc2C(=O)N([C@@H](C)CO)C[C@@H]1C	-1	-12	0	0.2
37	COCC(=O)Nc1ccc2c(c1)OC[C@@H](C)N(C(=O)c1ccccc1F)C[C@@H](C)[C@H](OC)CN(C)C2=O	-3	-14	22	2.5
38	C[C@@H]1CN([C@H](C)CO)C(=O)c2cc(NS(=O)(=O)c3ccccc3)ccc2O[C@@H](C)CCCCO[C@@H]1CN(C)S(=O)(=O)c1ccc(Cl)cc1	1	?	-74	-0.3
39	CCCNC(=O)N1[C@H](CO)[C@H](c2ccccc2)[C@@H]1CNC(=O)c1ccc(F)cc1	·	37	-3	1.0
40	C[C@@H]1CCCCO[C@H](CN(C)C(=O)Cc2ccccc2)[C@@H](C)CN([C@H](C)CO)C(=O)c2cc(NC(=O)Cc3ccccc3)ccc2O1	-3	-2	-9	-2.6

# Entries of single compounds, quoted from the list. Order of screens: C diff growth, T cruzi growth, Pf Dd2 growth, KDM4C inh
# CCC(=O)N(C)C[C@H]1Oc2cc(C#C[C@H](C)O)ccc2S(=O)(=O)N([C@@H](C)CO)C[C@H]1C as listed: -2, 37, 28, 6.0
# CCCNC(=O)N1[C@H](CO)[C@H](c2ccccc2)[C@@H]1CNC(=O)c1ccc(F)cc1 as listed: ·, 37, -3, 1.0
# C[C@H](CO)N1C[C@H](C)[C@H](CN(C)S(=O)(=O)c2ccc(Cl)cc2)Oc2c(NC(=O)c3nc4ccccc4s3)cccc2C1=O as listed: 5, 60, -41, 3.0

# (cont.)
no.	Compound	C diff growth	T cruzi growth	Pf Dd2 growth	KDM4C inh
41	Cc1ccc(S(=O)(=O)N(C)C[C@H]2OCCCC[C@H](C)Oc3ccc(NC(=O)Nc4ccc(F)cc4)cc3C(=O)N([C@H](C)CO)C[C@H]2C)cc1	·	·	?	-0.5
42	C[C@@H]1CN([C@@H](C)CO)C(=O)c2cc(NC(=O)CCC(F)(F)F)ccc2O[C@@H]1CN(C)Cc1ccc(Oc2ccccc2)cc1	4	-30	27	0.2
43	O=C(Nc1ccc(Cl)c(Cl)c1)N[C@@H]1CC[C@H](CCn2cc(C3CCCCC3)nn2)O[C@H]1CO	0	-38	-29	-3.2
44	COc1ccc(NC(=O)Nc2cccc3c2O[C@@H](CN(C)S(=O)(=O)c2ccc(OC)cc2)[C@H](C)CN([C@H](C)CO)C3=O)cc1	-6	-13	-26	-0.6
45	CC(C)NC(=O)N1[C@@H]2c3cccc(=O)n3C[C@H]1[C@H](CO)[C@H]2C(=O)N1CCC(Cc2ccccc2)CC1	3	·	36	-0.4
46	COc1cccc(NC(=O)N2C[C@@H](O)COC[C@H]3O[C@H](CC(=O)NCc4ccccc4F)CC[C@@H]32)c1	-2&-7	·	7	-0.4
47	CC(C)CC#Cc1cnc2c(c1)C(=O)N([C@H](C)CO)C[C@H](C)[C@H](CN(C)CC1CCOCC1)O2	4	61	·	1.2
48	CNC[C@H]1Oc2ccc(NC(=O)Nc3ccccc3)cc2C(=O)N([C@@H](C)CO)C[C@H]1C	6	-9	11	-0.8
49	O=C(NCC[C@@H]1CC[C@@H](NC(=O)C2CCC2)[C@H](CO)O1)Nc1ccc(Cl)cc1	5	·	5	-0.5
50	C[C@H](CO)N1C[C@H](C)[C@@H](CN(C)S(C)(=O)=O)Oc2ccc(NC(=O)Nc3ccccc3)cc2C1=O	-2	-23	5	-0.5
51	O=C(c1cccc(F)c1)N1C[C@H]2[C@@H](c3ccccc31)[C@@H](CO)N2Cc1cocn1	7	10	5	-1.0
52	COc1ccccc1CNC(=O)C[C@@H]1C[C@H]2c3cc(NS(C)(=O)=O)ccc3O[C@H]2[C@@H](CO)O1	1	-27	21	0.5
53	C[C@@H]1CN([C@H](C)CO)C(=O)Cc2cc(NS(=O)(=O)c3cccs3)ccc2O[C@@H]1CN(C)Cc1ccc(C(=O)O)cc1	-1	-32	23	-1.6
54	COCC#Cc1ccc2c(c1)O[C@H](CN(C)S(=O)(=O)c1ccc(C)cc1)[C@H](C)CN([C@@H](C)CO)S2(=O)=O	4	92	-45	-1.0
55	COc1cccc(NC(=O)N2CC(=O)N3[C@H](CO)[C@@H](c4ccc(C#CCC5CCCC5)cc4)[C@@H]3C2)c1	48	·	3	-1.9
56	Cc1ccc(S(=O)(=O)N[C@H]2CC[C@@H](CCn3cc(-c4cccnc4)nn3)O[C@H]2CO)cc1	·	29	-30	0.8
57	Cc1cccc(S(=O)(=O)N2C[C@@H](O)COC[C@H]3O[C@H](CC(=O)Nc4ccc(-c5ccccc5)cc4)CC[C@@H]32)c1	49&46	95	-14	-3.2
58	O=C(c1ccccn1)N1CC(=O)N2[C@@H](CO)[C@H](c3ccc(C#CCc4ccccc4)cc3)[C@@H]2C1	-1	·	-57	1.8
59	Cc1ccc(-c2ccc([C@H]3[C@@H](CO)N4CCCCN(C(=O)c5ccncc5)C[C@@H]34)cc2)cc1	-15	73	24	-0.3
60	Cc1noc(C)c1S(=O)(=O)Nc1ccc2c(c1)CC(=O)N([C@@H](C)CO)C[C@H](C)[C@@H](CN(C)CC1CC1)O2	-2	25	-1	-2.6

# Part of the list above with just C diff growth.
nr	molecule	C diff growth
7	C[C@H]1CN([C@@H](C)CO)C(=O)CCCn2cc(nn2)CO[C@@H]1CN(C)S(=O)(=O)c1ccc(Cl)cc1	-3
8	CN1CCN(C(=O)C[C@H]2CC[C@@H]3[C@H](COC[C@@H](O)CN3CC3CCCC3)O2)CC1	4
9	CCCN(C)C[C@@H]1Oc2ncc(C#CC3(O)CCCC3)cc2C(=O)N([C@@H](C)CO)C[C@@H]1C	0

# More entries
no.	Compound	C diff growth	T cruzi growth	Pf Dd2 growth	KDM4C inh
61	C[C@@H]1CN([C@H](C)CO)S(=O)(=O)c2ccc(-c3ccccc3)cc2O[C@H]1CN(C)C(=O)C1CCC1	·	55	-13	0.0
62	O=C(Nc1ccc(F)cc1)N1CC(=O)N2[C@H](C1)[C@H](c1ccc(C3=CCCC3)cc1)[C@@H]2CO	2	·	24	2.9
63	C[C@@H]1CN([C@@H](C)CO)C(=O)c2cccc(NC(=O)Nc3ccc(C(F)(F)F)cc3)c2O[C@@H]1CN(C)Cc1ccc2c(c1)OCO2	·	?	-30	-2.2
64	CCCN(C)C[C@@H]1OCc2cnnn2CCCC(=O)N([C@@H](C)CO)C[C@H]1C	-4&10	9&77	8&7	-0.8
65	COc1cccc(S(=O)(=O)N2CC[C@H]3[C@H](CO)Nc4ccc(Br)cc4[C@H]32)c1	56	38	51	-0.3
66	C[C@H]1CN([C@@H](C)CO)C(=O)c2cccc(NS(C)(=O)=O)c2O[C@H]1CN(C)S(=O)(=O)c1ccc(Cl)cc1	-3	41	19	1.3
67	CCC(=O)Nc1ccc2c(c1)C(=O)N(C)C[C@H](OC)[C@H](C)CN(Cc1ccncc1)[C@@H](C)CO2	·	24	3	1.5
